# Source: PubChem BioAssay
# UPR XBP1 act – adaptive UPR (XBP1) activation. CHO-XBP1 luciferase reporter, IRE1-XBP1 UPR activation, luminescence; percent of tunicamycin response, DMSO as zero. AID 463104. activation, % at 20 µM. hit rate 0.33% among 330,000;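 active means versus positive control, 20 µM dose yields 30% or more activation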;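 further: 100% = tunicamycin at 10 µg/mL and 0% = DMSO only wells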
#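 Material: IRE1-XBP1 luciferase reporter CHO line / Quantity: one thousand reporter cells per well / Buffer or medium: F12 with 10% serum / Compound: 20 µM single concentration, DMSO 1% / Times: 6 h treatment, 37 °C / Detection: Steady-Glo luciferase glow luminescence, 10 min after reagent addition / Benchmarks: tunicamycin high, DMSO low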
# Mdm2 MdmX PPI – inhibitors of human Mdm2/MdmX interaction. AID 485346. inhibition, % at 8 µM. hit rate 3% among 330,000. O15151+Q00987. SaOS-2 split-luciferase Mdm2/MdmX complementation, luminescence;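 active means inhibition of at least 50% at 8 µM in the primary screen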
# Target sequence (O15151 whole entry, looked up): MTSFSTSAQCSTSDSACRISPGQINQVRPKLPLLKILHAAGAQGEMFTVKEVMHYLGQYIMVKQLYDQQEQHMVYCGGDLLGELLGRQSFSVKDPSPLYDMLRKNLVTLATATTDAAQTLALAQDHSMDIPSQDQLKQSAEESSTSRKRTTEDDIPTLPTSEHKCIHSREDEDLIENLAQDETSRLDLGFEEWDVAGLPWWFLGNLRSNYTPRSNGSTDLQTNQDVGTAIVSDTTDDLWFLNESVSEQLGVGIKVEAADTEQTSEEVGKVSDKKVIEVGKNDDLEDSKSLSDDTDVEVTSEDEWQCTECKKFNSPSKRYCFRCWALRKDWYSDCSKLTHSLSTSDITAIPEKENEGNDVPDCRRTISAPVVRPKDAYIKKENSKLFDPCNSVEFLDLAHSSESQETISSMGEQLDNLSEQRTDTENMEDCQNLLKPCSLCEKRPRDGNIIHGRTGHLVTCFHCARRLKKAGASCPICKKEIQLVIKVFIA
# Target sequence (Q00987 whole entry, looked up): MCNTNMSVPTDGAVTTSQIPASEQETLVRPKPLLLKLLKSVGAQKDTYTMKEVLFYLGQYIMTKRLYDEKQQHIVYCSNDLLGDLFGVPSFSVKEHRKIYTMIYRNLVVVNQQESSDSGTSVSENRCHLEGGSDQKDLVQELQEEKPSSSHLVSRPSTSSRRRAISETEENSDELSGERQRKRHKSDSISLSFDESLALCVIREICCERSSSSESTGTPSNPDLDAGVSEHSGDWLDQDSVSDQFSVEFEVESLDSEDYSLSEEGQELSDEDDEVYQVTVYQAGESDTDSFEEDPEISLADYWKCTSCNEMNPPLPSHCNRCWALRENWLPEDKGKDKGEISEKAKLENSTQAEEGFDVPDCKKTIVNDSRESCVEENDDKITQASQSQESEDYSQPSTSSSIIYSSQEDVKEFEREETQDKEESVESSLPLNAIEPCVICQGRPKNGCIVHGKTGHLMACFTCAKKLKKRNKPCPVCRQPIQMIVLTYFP
# APJ antagonist – blocks the human apelin receptor APJ | P35414 | CHO-K1 APJ beta-arrestin complementation, luminescence | inhibition, % at 20 µM | hit rate 0.32% among 330,000 | AID 2521;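 active means inhibition above about 40% at 20 µM, limit read from the data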;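 further: cells challenged with 10 nM apelin-13 agonist together with compound; plate controls were apelin-13 plus DMSO wells for no effect and DMSO wells lacking apelin-13 for full effect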
# 697 NFkB inh – inhibitors of the PMA/ionomycin-induced NF-kB reporter in 697 B cells; inhibition, % at 4 µM; 697 B-cell NF-kB luciferase reporter, 16 h; hit rate 0.33% among 330,000; in the data active means inhibition above about 35%
# Jurkat NFkB inh – lowers PMA/ionomycin-induced NF-kB signal in Jurkat cells. inhibition, % at 4 µM. AID 435003. PMA/ionomycin-induced NF-kB luciferase reporter, luminescence. hit rate 0.53% among 330,000; in the data active means inhibition above about 50%
# CHOP UPR activ – activators of apoptotic arm of unfolded protein response (CHOP); hit rate 0.34% among 330,000; CHO-CHOP luciferase reporter, UPR activation, luminescence; percent of tunicamycin response over DMSO baseline; activation, % at 10 µM;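 active means at 10 µM dose, activation of 40% or more, normalized to positive control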;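 further: 100% = tunicamycin at 10 µg/mL and 0% = DMSO alone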
#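 Test system: CHO CHOP reporter cells. Input: 500 CHO-CHOP cells per well. Medium: F12 with 10% FBS. Technique: luciferase luminescence. Measure: percent activation relative to tunicamycin control. Dosing: 10 µM compound, 0.5% DMSO. Timing: 16-18 h cell attachment, then 6 h compound exposure, 37 °C.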
# APJ ag – activates the human apelin receptor APJ. P35414. CHO-K1 APJ PathHunter beta-arrestin, luminescence; 0% DMSO wells, 100% apelin. activation, % at 20 µM. hit rate 0.11% among 330,000. AID 2520;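 active means activation more than six SD over the plate average, tested at 20 µM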;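 further: 0% = DMSO alone and 100% = apelin-13 at 10 nM; some results filed as inactive read as strong as hits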
#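 Assay system: CHO-K1 cells stably expressing ProLink-tagged human APJ and arrestin–beta-gal acceptor. Compound dosing: 20 µM single point, 1% DMSO. Times: 16-18 h seeding, 90 min dark compound exposure, 60 min detection. Detection: beta-gal luminescence. Evaluation: APJ–arrestin association signal. Controls: negative DMSO alone, positive Apelin-13 at 10 nM.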
# tim23-1 inh – growth inhibitors of tim23-1 mutant yeast. hit rate 1.3% among 330,000. inhibition, % at 20 µM. S. cerevisiae tim23-1 growth, BacTiter-Glo luminescence, 24 h. AID 463212;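 active means growth inhibition of the mutant yeast at or above 50%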;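 further: temperature-sensitive mutant grown at 25 °C; plate controls were DMSO-treated mutant yeast for no effect and medium wells lacking yeast for full effect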
# Active calls of the source: *.
nr	SMILES	Jurkat NFkB inh	697 NFkB inh	CHOP UPR activ	Mdm2 MdmX PPI	APJ ag	UPR XBP1 act	tim23-1 inh	APJ antagonist
1	CC(CCCC(C)(C)O)NCCO (stereo not given)	-4	8	0.5	-19	-3	-3	-5	12
2	CCOc1ccc(NC(=O)c2ccc(NC(=O)COC(=O)c3ccc(NC(=O)CC#N)cc3)cc2)cc1	-189	-46	2.3	-12	-1	-2	-8	2
3	COc1ncnc2c1NC1=C(S2)C(=NCCC(=O)O)CC(C)(C)C1	3	6	-0.6	-3	-2	-2	4	5
4	c1ccc(-c2nnnc3ccccc23)cc1	6	-2	0.8	21	0	-1	13	-11
5	Cn1c(=O)c(C(=O)NCCO)c(O)c2ccccc21	2	5	0.7	42	-1	-1	36	9
6	Nc1c(C(=O)Nc2ccc3c(c2)OCCO3)nnn1Cc1ccccc1	-98	-126	5.4	-130	4	5	21	7
7	Cc1noc(C)c1CSCC(=O)N1CCN(c2ccc(F)cc2)CC1	20	-30	0.3	7	-4	-2	6	-5
8	N#Cc1ccc(OCC(=O)NNC(=S)NC2CCCCC2)cc1	-25	-11	-0.9	-21	-4	0	22	-7
9	Cc1ccc(N(C(=O)c2csnn2)C(C(=O)NC2CCCC2)c2cccnc2)c(C)c1 (stereo not given)	-4	-4	2.3	-4	-1	-3	13	-9
10	CN(C)C(=O)c1c(NC(=O)c2ccccc2)sc2c1CCC2	11	-1	0.5	16	0	-5	15	11
11	CCCOc1ccc(-c2nnn(CC(=O)Nc3cccc(C(=O)OC)c3)n2)cc1	7	1	-0.4	20	0	2	-5	-4
12	CC(C(=O)c1ccccc1)[n+]1cccc(C(N)=O)c1 (stereo not given)	21	5	2.9	8	-5	-2	20	20
13	N#CCCN(Cc1ccccc1)C(=O)Nc1ccccc1	-29	-18	-0.9	14	0	1	15	1
14	O=[N+]([O-])c1cccnc1S(=O)(=O)c1ccccc1	34	12	-10.0	92*	0	-10	9	2
15	CC(C)CCNC(=O)CN(CCCN1CCOCC1)C(=O)Cn1nnc(-c2ccc(F)cc2)n1	3	-11	0.7	-16	-4	1	-10	17
16	COc1ccc(/C(C)=N/NC(=O)CNC(=O)c2cccs2)cc1	14	8	-0.7	15	-2	-3	14	8
17	NC(=O)CN1C(=O)/C(=c2\sc3nc(=O)c(Cc4ccccc4)nn3c2=O)c2ccccc21	-8	2	-0.7	5	0	0	13	9
18	CN(CC(=O)Nc1cccc(F)c1)C(=O)CCCn1c(=O)oc2ccccc21	-6	-11	-0.4	8	-3	1	-7	-38
19	CCN(C(=O)COC(=O)CCCN1C(=O)c2cccc3cccc(c23)C1=O)C1CCS(=O)(=O)C1 (stereo not given)	9	-9	0.0	-18	-2	0	3	9
20	O=c1[nH]c(-c2cccnc2)nc2ccccc12	-8	-5	2.5	-15	3	4	15	9
21	O=S(=O)(NCc1ccco1)c1cccc(S(=O)(=O)N2CCOCC2)c1	8	23	2.6	9	4	1	7	-10
22	CCOc1ccccc1N1CCN(CC(=O)Nc2nc(C)c(C(=O)N(C)C)s2)CC1	-5	9	-2.2	-1	1	-2	0	-2
23	COCCNC(=O)c1cc2nc3c(c(C(F)(F)F)n2n1)CCc1ccccc1-3	-13	-5	-0.9	16	-1	-2	-5	-4
24	CCCC(=O)Nc1ccc(NC(=S)NC(=O)c2cccs2)cc1	5	-18	2.2	0	-3	2	-27	30
25	CCCSCCCNC(=O)c1ccccc1NC(=O)C1=CSCCO1	6	-13	0.0	21	0	-2	29	1
26	O=C(NCc1ccc2c(c1)OCO2)C1CCC(CNS(=O)(=O)c2ccccc2)CC1 (stereo not given)	8	22	0.9	15	-2	-1	3	-3
27	O=C(c1ccco1)N(Cc1ccc(Cl)cc1)Cc1ccco1	15	17	2.2	-6	-6	0	31	26
28	CCc1cc(=O)oc2cc(OCC(=O)NCCCn3ccnc3)ccc12	-12	5	-0.1	13	-3	-2	2	1
29	O=C(NC1CCCCC1)C(c1ccc2ncccc2c1)N(Cc1ccc2c(c1)OCO2)C(=O)c1ccc2c(c1)OCCO2 (stereo not given)	-4	23	3.1	12	-6	2	25	7
30	CC1CCCCC1NC(=O)C1CCN(C(=O)NC2CCCCC2)CC1 (stereo not given)	-6	14	-1.3	-2	-9	-2	17	3
31	CCCCN1CC[C@H]2C=CC[C@@H](C(=O)Nc3ccc(Cl)c(C(F)(F)F)c3)[C@H]2C1=O	-5	8	-0.3	5	0	-4	16	5
32	Cc1cc(C)nc(SCc2cn3ccccc3n2)n1	-16	-12	4.7	-21	1	-2	-6	0
33	COc1ccc2nc3sc(C(=O)NCCCN4CCc5ccccc5C4)cc3cc2c1	-31	6	-0.7	-12	4	-2	43	-30
34	Cc1ccc(S(=O)(=O)N(C)C)cc1[N+](=O)[O-]	7	19	-3.3	17	-2	2	15	7
35	CC(C)c1nnc(NC(=O)C2CC(=O)N(CCc3ccc(F)cc3)C2)s1 (stereo not given)	5	8	1.0	-16	-3	2	-3	10
36	CCN1CCCn2c1nc1c2c(=O)n(C)c(=O)n1C	-1	7	1.0	-28	0	-1	1	-6
37	CCCc1cc(=O)[nH]c(SCC(=O)c2c(N)n(C)c(=O)n(C)c2=O)n1	-1	8	-2.5	8	1	-2	-1	-24
38	COc1ccc(/C(C)=N/Nc2ccc(F)cc2F)c(O)c1	-36	-11	1.7	-34	1	0	7	-33
39	CCCCn1c(N)c(N(CCC(C)C)C(=O)COC(=O)c2ccc3ccccc3c2)c(=O)[nH]c1=O	7	-2	-0.5	25	-2	7	0	7
40	COc1ccc(OCC(O)CN2CCN(c3ncccn3)CC2)cc1 (stereo not given)	-4	3	2.1	0	0	-3	-6	16
41	COC(=O)c1ccccc1NC(=O)CSc1nc(N)cc(N)n1	-3	-4	-1.6	13	-1	-1	-14	1
42	O=C(COC(=O)CCC(=O)c1cccs1)Nc1ccc(S(=O)(=O)N2CCOCC2)cc1	-4	0	0.9	17	2	0	2	8
43	O=C(CSc1ccccn1)Nc1nc2c(ccc3ccccc32)s1	-9	-9	0.5	-11	4	1	38	19
44	COc1cccc(NC(=O)CSc2nnc(Cc3ccc(OC)c(OC)c3)o2)c1	16	13	2.0	-28	1	-4	3	13
45	COC1CCCN(Cc2nc(Cc3ccccc3F)no2)C1 (stereo not given)	-3	4	1.6	-19	-3	-1	13	9
46	Cc1cc(C(=O)Nn2c(-c3ccncc3)nc3ccccc3c2=O)ccc1[N+](=O)[O-]	-8	26	-1.6	17	-1	-1	8	8
47	O=C(CN1C(=O)S/C(=C\C=C\c2ccccc2)C1=O)Nc1ccc(C(=O)O)cc1	-2	5	0.4	15	-2	-2	25	6
48	O=C(c1coc(=O)c2ccccc12)N1CCN(Cc2ccccc2)CC1	-11	17	1.0	24	-4	-1	12	-1
49	O=C(CSc1nc2c([nH]c3ccccc32)c(=O)n1-c1ccc(F)cc1)NCc1ccco1	-1	4	-0.4	-12	-4	-3	-13	-29
50	CC1CCCCN1C(=O)CSc1nnc2ccccn12 (stereo not given)	7	-16	1.1	12	-3	0	0	-1
51	Cc1cc(-c2ccc(N3C(=O)CCC3=O)c(C)c2)ccc1N1C(=O)CCC1=O	7	-8	1.7	-10	1	-2	-14	-3
52	CCOc1ccc2nc(NC(=O)COC)sc2c1	-70	-122	0.9	-93	-4	-3	20	-3
53	CN(c1ncc(C(F)(F)F)cc1Cl)N1C(=O)c2cccc([N+](=O)[O-])c2C1=O	9	6	-2.4	2	-2	-3	2	-2
54	Cc1ccccc1C(=O)NC1CCCCCCC1	-79	-94	2.4	-39	-4	-2	7	-2
55	CCOc1cc(N)c(Cl)cc1C(=O)NCC1CN(Cc2ccc(F)cc2)CCO1 (stereo not given)	6	-2	-0.2	9	-2	-6	29	0
56	CC(=O)N1CCCN(Cc2cn(-c3ccc(C)cc3)nc2-c2cccc(C)c2)CC1	-4	-14	1.2	18	-2	-4	4	0
57	N#Cc1ccc(OCCN2CCc3ccccc3C2)cc1	-12	6	0.5	-28	-2	2	4	20
58	O=C(Nc1cccc(C(F)(F)F)c1)c1cnc2n(c1=O)CCS2	-29	-29	3.7	3	-2	2	1	6
59	O=C(CCSc1nnc(-c2ccncc2)o1)Nc1ccc(F)cc1	-6	9	-0.8	9	-2	2	-494	-10
60	O=c1cc(CN2CCN(c3ccccc3)CC2)c2c(ccc3ccccc32)o1	2	-39	0.3	-10	-2	-1	30	-22

# Continued:
nr	SMILES	Jurkat NFkB inh	697 NFkB inh	CHOP UPR activ	Mdm2 MdmX PPI	APJ ag	UPR XBP1 act	tim23-1 inh	APJ antagonist
61	Cn1c2c(c(=O)n(C)c1=O)C(c1ccc(Br)cc1)C(C#N)=C(N)N2 (stereo not given)	4	3	-0.4	17	-3	0	32	22
62	CC1(C)Cc2c(C#N)c(N3CCN(C(=O)c4ccco4)CC3)nc(Cc3ccccc3)c2CO1	-7	-37	3.0	20	-15	-7	18	-8
63	COc1cccc(/C=N/NC(=O)c2[nH]nc3c2CCc2ccccc2-3)c1	17	-40	3.8	56*	-1	11	21	16
64	Cc1ccc(-n2nc3ccc(NC(=O)c4ccc5c(c4)OCO5)cc3n2)cc1	-14	-11	-0.3	34	-1	-1	-5	-15
65	Cc1cc(C)c2c(c1)c1nnc(SCCN3CCOCC3)nc1n2C	-12	0	-0.2	8	-2	-4	17	-9
66	Cc1ccc(-n2nnnc2-c2cnc3ccc(Cl)cc3c2-c2ccccc2)cc1	59*	-7	1.2	48	-5	6	30	-3
67	c1ccc2[nH]c(N3CCOCC3)nc2c1	-2	-16	-0.4	4	0	0	9	5
68	COCC(=O)N(CCN(C)C)Cc1cc2cc3c(cc2nc1Cl)OCO3	3	11	-1.2	-6	-2	7	3	-8
69	Cc1ccc(-c2cc(C(=O)N/N=C/C=C/c3ccccc3)n[nH]2)o1	-3	-6	1.1	19	-1	0	18	-10
70	COc1cccc(NC(=O)c2cc(OC)c(OC)c(OC)c2Br)c1	-17	-21	-0.5	1	-1	-1	4	-7
71	COCCCN1C(=O)c2ccc(C(=O)Nc3ccc(OC)cc3)cc2C1=O	5	-1	2.0	5	-3	-2	-1	7
72	Cc1ccc(S(=O)(=O)NC(=O)c2ccc(Br)o2)cc1	-11	19	-0.7	20	-3	-1	2	1
73	Cc1ccccc1N1CCN(C2CCCN(C(=O)c3ccnn3C)C2)CC1 (stereo not given)	-24	-20	1.2	9	0	-2	15	-44
74	O=C(O)C1CC(=O)N(c2ccc(OCc3c(F)cccc3Cl)cc2)C1 (stereo not given)	19	17	-1.0	0	-2	-6	16	8
75	COc1ccc2[nH]c3nc(SCC(=O)Nc4ccc5c(c4)OCO5)nnc3c2c1	9	16	0.4	66*	0	23	-23	7
76	CC(C)c1ccc(OCCCCCN2CCOCC2)cc1	-32	-43	2.5	-28	-5	1	11	-16

# A second format for some results above.
68) COCC(=O)N(CCN(C)C)Cc1cc2cc3c(cc2nc1Cl)OCO3
14) O=[N+]([O-])c1cccnc1S(=O)(=O)c1ccccc1
75) COc1ccc2[nH]c3nc(SCC(=O)Nc4ccc5c(c4)OCO5)nnc3c2c1
60) O=c1cc(CN2CCN(c3ccccc3)CC2)c2c(ccc3ccccc32)o1

Compound	68	14	75	60
Jurkat NFkB inh	3	34	9	2
697 NFkB inh	11	12	16	-39
CHOP UPR activ	-1.2	-10.0	0.4	0.3
Mdm2 MdmX PPI	-6	92*	66*	-10
APJ ag	-2	0	0	-2
UPR XBP1 act	7	-10	23	-1
tim23-1 inh	3	9	-23	30
APJ antagonist	-8	2	7	-22
